Assay outcomes deposited in PubChem BioAssay by several laboratories.
Bcl-B displacement: displacers of TR3 peptide from Bcl-B, primary screen, selectivity assay for Bfl-1 inhibitor project, biochemical, fluorescence polarization | 0.11% of 96,000 active | FP displacement of FITC-TR3 peptide from Bcl-B; higher % means a stronger effect | displacement, % at 20 µM; hits with a dose series show IC50 in µM | Bcl-2-like protein 10 (Homo sapiens);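 active means displacement above 50% at 20 µM plus a fluorescence interference ratio under 1.5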;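 further: plate controls were wells without compound for no effect and wells lacking Bcl-B protein for full effect; a part of the inactive calls stands beside numbers as strong as those of hits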
IL1B NFkB inh: inhibitors of IL-1B driven NFkB p65 nuclear import, primary screen, imaging, HUVEC, IL-1B stimulus, high-content imaging; HUVEC IL-1B NFkB p65 nuclear translocation imaging; inhibition, % at 2 µM; 0.43% of 94,000 active;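 active means inhibition above about 30% together with a positive call from visual inspection of the well image, limit read from the data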;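 further: nuclear over cytoplasmic p65 intensity ratio measured by imaging; 0% = IL-1B stimulated DMSO wells and 100% = unstimulated DMSO wells; values of inactives mirror those of a sister screen read the other way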
IL1B NFkB pot: enhancers of NFkB p65 translocation in HUVEC – imaging, IL-1B stimulus, high-content imaging, primary screen. 0.3% of 94,000 active. HUVEC IL-1B NFkB p65 nuclear translocation imaging. activation, % at 2 µM;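 active means activation above 40%, about the mean plus 3 SD, also judged a hit on visual image review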;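 further: percent activation is computed from the nuclear over cytoplasmic p65 intensity ratio; values of inactives mirror those of a sister screen read the other way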
MRP reversal: reversal of MRP1-mediated doxorubicin resistance, primary screen, H69AR cells, doxorubicin co-treatment. H69AR cells + 2 uM doxorubicin, CellTiter-Glo, 72 h. differential viability (reversal), % at 10 µM. 0.04% of 85,000 active. AID 602, 2007;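 active means viability drop by adding the cancer drug above about 55%, with treated viability meeting a 40% cutoff, limit read from the data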;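 further: viability without doxorubicin minus viability with 2 µM doxorubicin for each compound; larger differential means the compound sensitizes cells more to doxorubicin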
PLAP inhibition: PLAP enzyme inhibitors, biochemical, luminescence, HTS (AID 690); Alkaline phosphatase, placental type (Homo sapiens); purified PLAP, luminescent substrate; higher % means a stronger effect; one-dose inhibition, % at 20 µM; IC50 in µM for titrated hits; 0.08% of 96,000 active; in the data active means a potency from the dose series; inactive means the rest, 99 in 100 with inhibition below about 30%; further: strong numbers were not always called active
MRP reversal cytotoxicity: recorded beside MRP reversal, whose call it bears; viability, %; H69AR cells, CellTiter-Glo, 72 h; measured here: cytotoxicity without doxorubicin
MRP reversal with doxorubicin: further read-out of MRP reversal, marked with its call; viability, %; measured here: viability with 2 uM doxorubicin; active compounds read low
IL1B NFkB inh cell count 2 µM: second read-out of IL1B NFkB inh, no call of its own (marks repeat the call); cell count; measured here: cells passing quality filter;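 raw number of nuclei counted in each imaged well without normalization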
IL1B NFkB pot cell count 2 µM: further read-out of IL1B NFkB pot, marked with its call; cell count; measured here: cells passing quality filter
* = called active by the depositor; . = no result given. Only part of the results is shown; count on the stated rates, not on these rows.

SMILES	Bcl-B displacement	IL1B NFkB inh	IL1B NFkB inh cell count 2 µM	IL1B NFkB pot	IL1B NFkB pot cell count 2 µM	MRP reversal	MRP reversal cytotoxicity	MRP reversal with doxorubicin	PLAP inhibition
N#CC1=C(N)OC2=C(C(=O)CCC2)[C@]12C(=O)N(CC(N)=O)c1ccccc12	4.9%	3.2	152	-3.2	152	15.3	93.2	77.9	-5.3%
CCOC(=O)c1sc2nccc(N(C)C)c2c1N=CNOC	13.1%	.	.	.	.	3.6	88.7	85.1	5.2%
Cc1nc2nc(-c3ccccc3)cn2nc1C	-0.1%	.	.	.	.	5.4	80.2	74.8	-2.0%
CCn1c(C)nc2cc(S(=O)(=O)C(F)(F)C(F)C(F)(F)F)ccc21 (configuration not stated)	-13.9%	.	.	.	.	8.6	92.5	83.9	11.0%
Cc1nc(Nc2ccc(F)cc2)[nH]c(=O)c1CCC(C)C	.	-4.4	141	4.4	141	-41.8	6.7	48.5	.
COc1cc2c(cc1OC)C(C(C)C)=NC(C)(C)C2	.	-16.9	140	16.9	140	20.9	88.9	68.1	.
CN(C)/C=C1\C(=O)N(c2ccc(Oc3ccccc3)cc2)CS1=O (configuration not stated)	-1.5%	14.4	136	-14.4	136	.	.	.	-12.4%
CCOc1ccc(N2C(=O)CN=C2Nc2ccccc2Cl)cc1	3.1%	-7.3	182	7.3	182	15.0	99.1	84.1	-9.4%
COc1cccc2cc(-c3csc(CCn4nc(C)cc4C)n3)c(=O)oc12	-8.3%	-5.7	181	5.7	181	3.0	92.2	89.2	-11.5%
O=C(CN(Cc1ccccc1)C(=O)CSc1nnc(COc2ccccc2)o1)NC1CCCC1	.	10.8	95	-10.8	95	-14.4	72.9	87.3	.
O=C1c2cccnc2C(O)N1Cc1ccc(F)cc1 (configuration not stated)	.	-9.1	148	9.1	148	3.0	94.3	91.3	.
CCOC(=O)C(CC)Sc1nc(N)c(NC(=O)c2ccc(OC)c(OC)c2)c(=O)[nH]1 (configuration not stated)	-1.1%	4.4	62	-4.4	62	1.0	98.0	97.0	-9.5%

Of the compounds above, these have an NH in an aromatic ring:
SMILES	Bcl-B displacement	IL1B NFkB inh	IL1B NFkB inh cell count 2 µM	IL1B NFkB pot	IL1B NFkB pot cell count 2 µM	MRP reversal	MRP reversal cytotoxicity	MRP reversal with doxorubicin	PLAP inhibition
Cc1nc(Nc2ccc(F)cc2)[nH]c(=O)c1CCC(C)C	.	-4.4	141	4.4	141	-41.8	6.7	48.5	.
CCOC(=O)C(CC)Sc1nc(N)c(NC(=O)c2ccc(OC)c(OC)c2)c(=O)[nH]1 (configuration not stated)	-1.1%	4.4	62	-4.4	62	1.0	98.0	97.0	-9.5%

Pulled by compound from above (two):
SMILES	Bcl-B displacement	IL1B NFkB inh	IL1B NFkB inh cell count 2 µM	IL1B NFkB pot	IL1B NFkB pot cell count 2 µM	MRP reversal	MRP reversal cytotoxicity	MRP reversal with doxorubicin	PLAP inhibition
CCOc1ccc(N2C(=O)CN=C2Nc2ccccc2Cl)cc1	3.1%	-7.3	182	7.3	182	15.0	99.1	84.1	-9.4%
O=C1c2cccnc2C(O)N1Cc1ccc(F)cc1 (configuration not stated)	.	-9.1	148	9.1	148	3.0	94.3	91.3	.

5 compounds from above, sorted by the value under IL1B NFkB pot cell count 2 µM, lowest first:
smiles	Bcl-B displacement	IL1B NFkB pot	IL1B NFkB pot cell count 2 µM	PLAP inhibition
CCOC(=O)C(CC)Sc1nc(N)c(NC(=O)c2ccc(OC)c(OC)c2)c(=O)[nH]1 (configuration not stated)	-1.1%	-4.4	62	-9.5%
Cc1nc(Nc2ccc(F)cc2)[nH]c(=O)c1CCC(C)C	.	4.4	141	.
O=C1c2cccnc2C(O)N1Cc1ccc(F)cc1 (configuration not stated)	.	9.1	148	.
N#CC1=C(N)OC2=C(C(=O)CCC2)[C@]12C(=O)N(CC(N)=O)c1ccccc12	4.9%	-3.2	152	-5.3%
CCOc1ccc(N2C(=O)CN=C2Nc2ccccc2Cl)cc1	3.1%	7.3	182	-9.4%

The results go on:
SMILES	Bcl-B displacement	IL1B NFkB inh	IL1B NFkB inh cell count 2 µM	IL1B NFkB pot	IL1B NFkB pot cell count 2 µM	MRP reversal	MRP reversal cytotoxicity	MRP reversal with doxorubicin	PLAP inhibition
O=C(Nc1cc(-c2nc3ccccc3s2)ccc1Cl)c1ccc2c(c1)OCO2	-1.0%	-2.9	100	2.9	100	.	.	.	9.8%
CC(C)NC(=O)c1onc(CSc2ccc(Cl)cc2)c1C(=O)O	-2.4%	-20.6	191	20.6	191	.	.	.	2.8%
Fc1ccccc1CSc1nnc(-c2ccccc2)o1	-2.9%	-13.5	11	13.5	11	11.8	97.0	85.3	-12.8%
CC(C)CCNC(=S)Nc1ccc(F)cc1	.	-1.6	138	1.6	138	.	.	.	.
Cc1ccc(N2C(=O)c3ccc(C(=O)N4CCN(c5cccc(C)c5C)CC4)cc3C2=O)cc1	.	-7.2	159	7.2	159	0.5	101.9	101.4	.
COCCNC(=O)C1(C)Oc2ccccc2NC1=O (configuration not stated)	-6.4%	2.7	206	-2.7	206	6.1	97.4	91.3	-0.5%
Cc1nc2ncnn2c(N2CCC(C(=O)NCC3CCCO3)CC2)c1Cc1ccccc1 (configuration not stated)	.	-10.4	84	10.4	84	5.5	83.3	77.8	.
CCOC(=O)c1c(NC(=O)c2cc(C(C)C)on2)sc(C(C)=O)c1C	-13.6%	-25.2	186	25.2	186	-2.7	66.1	68.8	-51.6%
Brc1ccc(-c2nnc(-c3ccccc3)o2)o1	.	8.8	135	-8.8	135	4.4	90.0	85.6	.
Cn1c(Cc2ccccc2)nnc1SCC(=O)c1cccs1	3.7%	-8.8	135	8.8	135	-12.8	73.2	85.9	-11.6%
COc1ccc(-c2noc(-c3cc4ccccc4oc3=O)n2)cc1	-2.4%	6.9	134	-6.9	134	.	.	.	3.4%
CCOC(=O)C1=C(NC(=S)NC(=O)c2ccccc2)c2ccccc2CC1(C)C	3.5%	-4.6	136	4.6	136	.	.	.	-8.4%
COc1ccc(CCN2CC(O)=C(c3nc(C)cs3)C2=N)cc1OC	5.2%	0.5	153	-0.5	153	5.1	80.9	75.8	-26.0%
CN(CCc1ccccn1)C(=O)Nc1ccc(F)cc1	0.7%	-29.4	113	29.4	113	-0.5	86.8	87.2	1.9%
Cc1cccc(CN2CCN(CC(=O)NCc3ccc(F)cc3)C2=O)c1	.	2.1	204	-2.1	204	6.8	94.1	87.3	.
CN1CCN(c2nc3c(c(=O)n(C)c(=O)n3C)n2CC(N)=O)CC1	-12.0%	-6.2	129	6.2	129	-3.4	100.6	104.0	-5.0%
COC(=O)c1sccc1-n1cccc1C(=O)C(=O)N1CCCCC1	7.8%	-5.5	162	6.6	69	-5.5	95.1	100.6	3.4%
c1ccc2[nH]c(SCCN3CCOCC3)nc2c1	0.7%	.	.	.	.	-5.5	87.0	92.5	19.2%
COc1ccc(-n2c(C)nc3c(cnn3-c3ccc(C)c(C)c3)c2=O)cc1	2.7%	2.9	43	-2.9	43	6.8	86.2	79.4	6.5%
CON1C(=O)CN(C(C)=O)C1c1ccc(Cl)cc1Cl (configuration not stated)	-11.1%	-5.9	153	5.9	153	12.6	98.8	86.2	8.3%
COc1cc(/C=C2/SC(=O)N(Cc3ccccc3)C2=O)ccc1OCc1ccncc1	-14.7%	-11.8	151	11.8	151	.	.	.	-59.4%
O=C(Nc1cccc2ccccc12)c1nn(C23CC4CC(CC(C4)C2)C3)cc1[N+](=O)[O-]	-1.0%	0.8	117	-0.8	117	.	.	.	1.8%
Cc1ccc(C(=O)NCC2(c3ccccc3)CCCC2)cc1	-3.3%	1.6	161	-1.6	161	.	.	.	21.5%
O=C(NC(=O)c1cccc(OC(F)(F)C(F)F)c1)OC1CCS(=O)(=O)C1 (configuration not stated)	-2.7%	.	.	.	.	-0.8	107.1	107.9	-27.8%
Cc1cc(C)c(C)c(OCC(=O)NCC2CCCO2)c1 (configuration not stated)	-0.2%	6.3	168	-6.3	168	3.7	85.6	81.9	-16.1%
CCN1CCN(C(C(=O)NC2CCCC2)c2ccc(Cl)cc2)CC1 (configuration not stated)	-5.7%	-9.7	154	9.7	154	-9.7	91.8	101.5	-41.2%
COC(=O)[C@H](CCSC)NC(=O)NCCC1=CCCCC1	-7.7%	7.9	81	-7.9	81	22.6	103.2	80.5	-33.1%
COc1ccc(S(=O)(=O)Nc2ccc(F)c(Cl)c2)cc1OC	5.4%	.	.	.	.	32.1	115.3	83.2	-30.6%
CN(C)C(=O)CSc1nnc(CCCCCNC(=O)OC(C)(C)C)o1	1.5%	-3.2	146	3.2	146	12.8	95.0	82.2	-19.5%
COc1ccc(/C(O)=C2/C(=O)C(=O)N(CCCC(=O)O)C2c2ccc(OC)cc2)cc1 (configuration not stated)	19.8%	-4.1	148	4.1	148	0.1	92.9	92.8	-10.1%
CN=CC1=C(O)c2ccccc2C1=O	-13.3%	-0.7	180	0.7	180	5.0	93.4	88.4	-0.8%
COC(=O)c1c(NC(=O)CSc2nnc(-c3ccco3)n2C)sc(C)c1C	.	-1.9	134	1.9	134	-4.1	69.7	73.9	.
O=C(C1=C(O)C(=O)N(Cc2ccccc2)C1c1cccnc1)c1ccco1 (configuration not stated)	.	-19.0	122	19.0	122	-3.6	95.9	99.5	.
O=c1c2c(nc3nc[nH]n13)CCC2	10.0%	-17.9	160	17.9	160	7.4	98.4	91.0	1.7%
CCCOc1cccc(C(=O)N(Cc2ccc(OC)c(OC)c2)C2CCS(=O)(=O)C2)c1 (configuration not stated)	-11.3%	6.3	119	-6.2	119	-8.4	73.6	82.1	-61.0%
COc1c(F)c(F)c(C(=O)Nc2ccccc2N2CCN(C(=O)C(C)C)CC2)c(F)c1F	-6.4%	-13.9	135	13.9	135	10.4	84.5	74.1	-48.8%
CC(C)(C)OCC(NC(=O)C(CC(N)=O)NC(=O)OC(C)(C)C)C(=O)OC(C)(C)C (configuration not stated)	-10.5%	.	.	.	.	15.6	87.5	71.9	-34.2%
CCN(C(=O)c1cc(Cl)ccc1OC)C1CCCCC1	-10.6%	-8.6	105	8.6	105	9.9	83.1	73.3	-2.2%
COc1cc(S(=O)(=O)N2CCN(c3ccc(F)cc3)CC2)ccc1Cl	11.8%	-7.1	123	7.1	123	.	.	.	2.7%
COc1ccc(NC(=O)CS(=O)CC(=O)NC2CCCc3ccccc32)cc1 (configuration not stated)	13.1%	-24.6	110	24.6	110	-0.9	82.4	83.3	4.4%
CS(=O)(=O)N1CCc2cc(-c3csc(NC(=O)Cc4cccs4)n3)ccc21	-8.2%	15.4	148	-15.4	148	14.3	87.2	72.8	16.1%
O=S(=O)(c1ccc(N2CCCC2)nc1)N1CCOCC1	4.3%	-14.4	171	14.4	171	16.5	101.9	85.4	10.6%
COc1ccc(C2CC(C(F)(F)F)n3ncc(C(=O)NCc4cccnc4)c3N2)cc1OC (configuration not stated)	-5.2%	3.4	122	-3.4	122	0.2	78.5	78.2	-36.8%
CCc1cc(=O)oc2cc(OCC(=O)OC)c(Cl)cc12	-11.9%	-18.1	123	18.1	123	-8.8	99.7	108.5	5.2%
CCS(=O)(=O)NCCc1cc2ccc(C)cc2[nH]c1=O	0.0%	10.6	54	-10.6	54	-6.8	95.5	102.4	10.4%
O=C(NCCN1CCOCC1)c1ccc(F)cc1	-3.0%	-20.1	60	20.1	60	12.0	110.0	98.1	12.3%
COc1ccc(OC)c(C(=O)CSc2nnnn2C)c1	-5.9%	.	.	.	.	15.2	101.0	85.7	-5.0%
CCOC(=O)C1=C(C)N(C)C(C)=C(C(=O)OCC)C1c1ccncc1	-4.8%	14.7	158	-14.7	158	4.0	78.3	74.4	-45.7%
O=C(CCC(=O)CCN1CCCCC1)CCN1CCCCC1	-2.0%	.	.	.	.	-19.9	48.3	68.1	5.4%
CCn1cnc2sc(C(=O)Nc3ccc4c(c3)OCO4)c(C)c2c1=O	-9.9%	-1.0	84	1.0	84	-7.2	75.7	82.8	18.5%
Cc1sc2c(c1C)c(=O)nc1scc(C)n12	.	-18.6	125	18.6	125	8.2	94.4	86.2	.
COc1ccc(S(=O)(=O)N2CCOCC2)cc1C(C)C	-8.0%	7.8	114	-7.8	114	1.6	78.7	77.1	-1.4%
